Large T inhibition: SV40 large T antigen inhibitors, biochemical (AID 1903) | SV40 large T antigen ATPase/helicase inhibition assay; higher % means a stronger effect | inhibition, % at 20 µM; hits with a dose series show IC50 in µM | 310,000 tested, 0.39% active; in the data active means a potency from the dose series; inconclusive means inhibition mostly from about 32% at the one dose, without a potency; inactive means the rest, 99 in 100 with inhibition below about 32%; further: strong numbers were not always called active
GPR55 activation: GPR55 agonists via beta-arrestin recruitment, primary screen, imaging, U2OS cells, beta-arrestin-GFP redistribution (AID 1961); 290,000 tested, 0.048% active; U2OS GPR55 beta-arrestin-GFP redistribution imaging; higher % means a stronger effect; one-dose activation, % at 10 µM; EC50 in µM for titrated hits;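 active means activation above 40% with more than 50 cells counted in the well; inconclusive means wells holding fewer than 50 cells, flagged as toxic or sparse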;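 further: U2OS osteosarcoma cells stably expressing GPR55 and beta-arrestin-GFP; plate controls were DMSO negative control for no effect and LPI positive control for full effect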
HIV fusion peptide: inhibitors of HIV fusion peptide binding, primary screen, biochemical, uHTS, fluorescence dequenching (AID 1986); cell-free peptide binding, fluorescence dequenching, 30 min; higher % means a stronger effect; one-dose inhibition, % at 20 µM; IC50 in µM for titrated hits; 290,000 tested, 0.3% active; in the data active means inhibition mostly above about 52%, no sharp cut-off; inactive means mostly below about 76%; further: some results filed as inactive read as strong as hits
NOD2 inhibition: NOD2 signaling inhibitors, cell-based, luminescence, uHTS, HEK293 (AID 1566). HEK293 NOD2/NF-kB luciferase reporter, luminescence; higher % means a stronger effect. one-dose inhibition, % at 4 µM; EC50 in µM for titrated hits. 290,000 tested, 0.63% active; further: many of its hits are not listed in these tables
NOD1 inhibition: NOD1 signaling inhibitors, primary screen, cell-based, luminescence, uHTS (AID 1578); NOD1-driven NF-kB luciferase reporter cells, luminescence; higher % means a stronger effect; inhibition, % at 4 µM; hits with a dose series show EC50 in µM; 290,000 tested, 1% active; in the data active means inhibition mostly above about 36%, no sharp cut-off; inactive means mostly below about 34%;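 further: HEK-293T reporter cells stimulated with the NOD1 agonist gamma-tri-DAP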
KOR beta-arrestin-1: KOR antagonists, beta-arrestin recruitment, cell-based, luminescence, uHTS (AID 1778); Kappa-type opioid receptor (Homo sapiens); KOR beta-arrestin recruitment, luminescence, antagonist mode; higher % means a stronger effect; inhibition, % at 10 µM, or IC50 in µM where a hit was titrated; 290,000 tested, 0.091% active; further: strong numbers were not always called active
KOR beta-arrestin-2: KOR agonists, beta-arrestin recruitment, primary screen, cell-based, luminescence, uHTS (AID 1777); Kappa-type opioid receptor (Homo sapiens); KOR beta-arrestin recruitment, luminescence; higher % means a stronger effect; activation, % at 10 µM, or EC50 in µM where a hit was titrated; 280,000 tested, 0.02% active; in the data active means activation above about 50%, passing the limit was not always enough; further: a part of the inactive calls stands beside numbers as strong as those of hits
Rac1 GTP hydrolysis: MgcRacGAP GTPase-activating activity inhibitors, confirmation, biochemical, ADP Hunter fluorescence. Rac GTPase-activating protein 1 (Homo sapiens). MgcRacGAP-stimulated Rac1 GTP hydrolysis, ADP Hunter fluorescence; higher % means a stronger effect; GST-tagged Rac1 F28L mutant substrate. one-dose inhibition, % at 30 µM; IC50 in µM for titrated hits. 340,000 tested, 0.6% active. AID 624330, 2012;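 active means first-screen hits whose inhibition reached a set limit at any dose in the follow-up dose series; inconclusive means inhibition above the set first-screen limit but never retested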;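 further: fluorescence reports GDP produced by GAP-driven GTP hydrolysis; strong numbers were not always called active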
GPR55 LPI antagonism: GPR55 antagonists blocking LPI-driven arrestin recruitment, primary screen, imaging, U2OS, beta-arrestin-GFP, LPI agonist (AID 2013); G-protein coupled receptor 55 (Homo sapiens); U2OS GPR55 beta-arrestin-GFP translocation imaging, LPI antagonism; higher % means a stronger effect; inhibition, % at 10 µM, or IC50 in µM where a hit was titrated; 290,000 tested, 0.13% active;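 active means spots per cell inhibited over 60%, with over 100 cells counted and total cytoplasm intensity under 500,000; inconclusive means wells with under 100 cells, flagged as likely toxic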;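 further: U2OS cells stably carrying GPR55 and arrestin-GFP stimulated by 5 µM LPI near EC80; imaged beta-arrestin-GFP aggregate spots per cell after agonist stimulation; plate controls were LPI-stimulated DMSO wells for no effect and DMSO wells without LPI for full effect; some results filed as inactive read as strong as hits; confirmed hits need IC50 under 10 µM and bright autofluorescent wells are also inconclusive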
Active calls of the source: *; ? = inconclusive; · = no result given; [ ] = dose if it differs, or a comment. Unless noted, no stated cut-off is given here; in the data, active means inhibition above about 50%; inactive means the rest. Only part of the results is shown (hit frequency here may not be typical).

Compound	Large T inhibition	GPR55 activation	HIV fusion peptide	NOD2 inhibition	NOD1 inhibition	KOR beta-arrestin-1	KOR beta-arrestin-2	Rac1 GTP hydrolysis	GPR55 LPI antagonism
COc1ccc(S(=O)(=O)Oc2cccc(C(=S)N3CCOCC3)c2)cc1	16%	0.0%	-1.0%	29%	-3%	1%	-1.1%	5%	-8%
O=C(COc1ccc(-c2ccccc2)cc1)N/N=C/c1ccccc1Br	3%	-0.1%	7.4%	-1%	17%	-24%	-1.4%	5%	-10%
CCCn1c(CCNC(=O)c2cccs2)nc2ccccc21	6%	0.0%	3.0%	9%	2%	-3%	3.4%	-1%	5%
COc1ccc(C(=O)/C=C/c2ccc(OC3CSC3)cc2)cc1OC	16%	0.2%	0.3%	6%	18%	-1%	0.9%	3%	2%
COc1ccc(/C=C/C(=O)Oc2cc(C)[nH]c(=O)c2[N+](=O)[O-])cc1OC	13%	0.5%	0.6%	16%	-28%	-19%	-0.4%	-3%	-2%
CCOC(=O)N1CCN(C(=O)c2ccccc2-c2ccccc2)CC1	5%	-0.3%	2.8%	6%	-14%	-39%	5.9%	4%	-10%
COc1cccc(C2C(C#N)=C(C)NC3=C2C(=O)CC(C)(C)C3)c1 (configuration not stated)	7%	-0.2%	1.2%	10%	-21%	11%	-4.8%	4%	3%
CCCCCC1CCC(c2nnc(SCC(C)=O)o2)CC1 (configuration not stated)	14%	-0.3%	-2.0%	10%	-13%	-12%	-0.3%	11%	20%
CC(CCc1ccccc1)NC(=O)CSc1nc(N)cc(N)n1 (configuration not stated)	-8%	-0.1%	1.1%	2%	·	30%	1.4%	7%	2%
CSCC[C@H](NC(=O)OC(C)(C)C)C(=O)N1CCC(C(=O)NCC(=O)Nc2ccc(C)cc2)CC1	4%	-0.1%	2.2%	16%	-5%	-11%	-1.6%	-4%	4%
CC(=O)c1c(C)[nH]c(C(=O)NCCc2ccc(Cl)cc2)c1C	10%	0.2%	1.7%	-12%	-47%	-21%	1.2%	12%	3%
COc1ccc(CCNCC(O)COc2cccc(Br)c2)cc1OC (configuration not stated)	12%	-0.1%	1.1%	7%	-2%	-1%	1.6%	?	-2%
CN(Cc1ccccc1F)c1nc(-c2cccs2)nc2ccccc12	10%	-0.3%	0.3%	2%	68%*	-5%	4.8%	10%	-6%
COc1ccc(CN(C(=O)c2ccccc2OC)C2CCS(=O)(=O)C2)cc1 (configuration not stated)	-13%	-0.1%	0.9%	2%	-10%	-52%	-3.0%	7%	9%
COc1ccc(N2CCN(C(=O)c3cn(C4CCCC4)c(=O)c4c3c3ccccc3n4C)CC2)cc1	14%	0.3%	-2.2%	7%	9%	-34%	-2.0%	10%	6%
CCCCCc1nc2c(c(=O)c3ccccc3n2C)c(=O)n1Cc1ccc(OC)cc1	7%	0.0%	-0.7%	11%	-2%	-34%	0.2%	-2%	10%
CC1Cn2c(CCc3ccccc3)nnc2S1 (configuration not stated)	0%	-0.1%	1.5%	9%	0%	-31%	-2.7%	6%	10%
Cc1ccc(-c2noc(C3CCN(S(C)(=O)=O)CC3)n2)o1	20%	0.3%	-1.6%	-21%	-42%	14%	-3.4%	-1%	-3%
CCOC(=O)c1ccc(S(=O)(=O)NC2CC2)cc1	15%	-0.1%	0.8%	17%	-16%	-52%	-0.2%	6%	11%
COC(=O)c1cc(-c2ccc(OC)c(OC)c2)on1	5%	0.2%	0.8%	-1%	3%	5%	-1.6%	6%	4%
CCn1cc(/C=N\NC(=O)c2ccc(F)cc2)cn1	1%	-0.5%	-0.3%	-6%	-20%	-31%	2.1%	9%	1%
COc1ccc(CCC(=O)Nc2nc3ccccc3[nH]2)cc1OC	7%	-0.1%	-2.7%	10%	-16%	7%	-1.2%	17%	-2%
O=C(CSc1nnc2ccccn12)Nc1cccc(S(=O)(=O)N2CCOCC2)c1	10%	0.3%	2.5%	-1%	-16%	0%	-2.4%	3%	5%
CCOC(=O)C1CCN(C(=O)Cn2nc(CC)n3cccc3c2=O)CC1	0%	-0.1%	1.2%	2%	-4%	0%	-0.3%	11%	-7%
CCOc1cc(CN2CCN(C(=O)CC(C)C)CC2)ccc1OC	7%	-0.1%	-1.1%	-2%	-2%	-26%	-0.4%	155µM*	4%
NC(=O)C1CCN(C(=O)c2ccc([N+](=O)[O-])cc2NC(=O)c2cccs2)CC1	4%	·	-0.2%	3%	-29%	-8%	-1.4%	5%	-4%
Cc1ccc(CSc2nnc(-c3ccccn3)n2N)cc1	-3%	0.3%	-2.6%	-14%	-5%	1%	·	·	0%
Cc1ccc(C)c(NC(=O)Cn2nc([N+](=O)[O-])c(Br)c2C)c1	3%	-0.3%	0.6%	-9%	-38%	-4%	-2.5%	5%	99%
CCCCCCNC(=O)c1cc(-c2ccco2)nc2ccccc12	9%	0.1%	54%	6%	7%	-31%	7.6%	4%	-3%
COc1ccc(NC2CCCN(C(=O)CCc3scnc3C)C2)cc1 (configuration not stated)	22%	-0.1%	-0.1%	1%	-13%	1%	0.1%	96µM*	1%
Cc1c(OCC(=O)NCCCN2CCOCC2)ccc2c(-c3ccccc3)cc(=O)oc12	11%	0.2%	0.7%	18%	-9%	-31%	-4.7%	11%	15%
Cc1ccc(-c2ccc(=O)n(CCC(=O)NCc3ccccn3)n2)cc1	-5%	0.2%	0.9%	1%	-34%	22%	-3.0%	7%	0%
COc1ccccc1C(=O)NCC(=O)N/N=C(\C)Cc1ccccc1	6%	0.2%	0.9%	8%	-11%	-32%	-3.2%	9%	3%
Cc1ccc(NC(=O)CN2C(=O)S/C(=C/c3ccncc3)C2=O)cc1	2%	0.4%	-2.7%	-3%	10%	-30%	5.0%	9%	3%
COC(=O)CC1=NN(c2ccccc2)C(=O)C1	13%	0.0%	6.0%	5%	-26%	3%	-4.3%	11%	12%
CCC(C)n1c(SCc2ccc([N+](=O)[O-])cc2)nc2ccsc2c1=O (configuration not stated)	26%	1.0%	-2.5%	10%	38%	30%	-6.1%	2%	5%
COc1cc(C2NC(=O)NC(C)=C2C(=O)Nc2cccc(C)c2C)cc(OC)c1OC (configuration not stated)	0%	0.3%	-0.5%	15%	-28%	14%	-3.2%	4%	-2%
COc1cccc(NC(=O)CSc2nncn2N)c1	-5%	0.3%	-3.9%	3%	-7%	-34%	-11%	21%	-8%
CCOC(=O)Cn1c(N)c(C(=O)OC)sc1=S	13%	0.6%	-1.5%	12%	2%	-20%	4.9%	-2%	8%
COc1cc(S(=O)(=O)NCCOC23CC4CC(CC(C4)C2)C3)c(OC)cc1Cl	12%	0.9%	1.4%	13%	57%	-15%	3.2%	7%	-8%
NC(=O)CSc1nc2ccc([N+](=O)[O-])cc2[nH]1	0%	-0.3%	-0.7%	-12%	-32%	23%	-2.3%	13%	0%
O=C(NCc1ccc(Cl)cc1)C1C2C=CC3(CN(Cc4cccnc4)C(=O)C13)O2 (configuration not stated)	-3%	1.0%	1.1%	12%	-17%	17%	0.6%	2%	22%
CC(=O)Nc1ccc(C(=O)Nc2ccc(S(=O)(=O)Nc3nccc(C)n3)cc2)cc1	7%	-0.3%	4.2%	8%	-12%	-56%[20 µM]	6.6%	9%	-2%
COc1cc(C(=O)OCC(=O)N2CCCCC2C)ccc1OCc1c(C)noc1C (configuration not stated)	16%	-0.3%	0.4%	-27%	-8%	-47%	11%	4%	4%
O=C(c1ccc(S(=O)(=O)N2CCCC2)cc1)N(c1ccc(F)cc1)C1C=CS(=O)(=O)C1 (configuration not stated)	10%	0.3%	1.6%	-18%	-18%	-3%	-0.7%	6%	-5%
CC(=O)Nc1ccc(NC(=O)CSc2ncnc3c2cnn3Cc2ccccc2)cc1	6%	-0.2%	-1.6%	21%	6%	29%	-1.7%	·	-8%
COc1cccc(CC(=O)Nc2nccs2)c1	13%	0.7%	1.0%	10%	-10%	-18%	2.5%	2%	-6%
CCN(CC)C(=O)c1ccc(CS(=O)(=O)Cc2ccccc2)cc1	10%	0.8%	-1.1%	17%	-31%	10%[20 µM]	-5.3%	-7%	2%
CCCn1c2ccccc2c2cnn(CC(=O)NCCCN3C(C)CCCC3C)c(=O)c21 (configuration not stated)	8%	0.1%	-0.2%	8%	-18%	-35%	-1.1%	13%	3%
Cc1ccc(CNC(=O)c2nnn(CC(=O)Nc3cc(C)cc(C)c3)c2N)cc1	7%	-0.3%	8.6%	2%	-3%	-22%	1.0%	9%	-3%

Other results
Compound	Large T inhibition	GPR55 activation	HIV fusion peptide	NOD2 inhibition	NOD1 inhibition	KOR beta-arrestin-1	KOR beta-arrestin-2	Rac1 GTP hydrolysis	GPR55 LPI antagonism
FC(F)C(F)(F)c1cc(-c2ccccc2)n[nH]1	14%	-0.1%	-0.6%	-3%	0%	0%	0.4%	-2%	-8%
COc1cccc(NC(=O)c2cc(S(=O)(=O)N3CCc4ccccc43)cn2C)c1	-7%	-0.1%	2.6%	28%	12%	-34%[20 µM]	1.9%	4%	-1%
COc1ccc(-c2nnc3ccc(SCC(=O)NCc4ccco4)nn23)cc1OC	2%	-0.1%	-1.0%	-2%	-15%	-4%	5.1%	8%	10%
Cc1cccc(NC(=O)c2cc3c(=O)n4ccccc4nc3s2)c1	0%	-0.1%	-2.7%	-13%	-35%	-32%	0.3%	8%	49%
COc1cc(C(=O)NCC(=O)N/N=C/c2c(C)[nH]c3ccccc23)cc(OC)c1OC	13%	0.2%	0.4%	-2%	-9%	17%	-6.4%	13%	-8%
CCc1c(O)nc(SCC(=O)Nc2nc3ccccc3s2)n(-c2ccccc2)c1=O	15%	-0.1%	9.1%	4%	-5%	-9%	1.2%	13%	-3%
N=C1/C(=C\c2ccc(OC(=O)c3ccccc3)cc2)C(=O)N=C2SC(N3CCOCC3)=NN12	13%	-0.1%	32%	-2%	-33%	-49%[20 µM]	-3.0%	7%	2%
COC(=O)c1sccc1NC(=O)Cn1cnc2c1c(=O)n(C)c(=O)n2C	-3%	3.0%	-2.1%	-1%	-37%	·	·	7%	8%
COCCc1ncc(CN2CCC(C(=O)Nc3cccc(-c4cscn4)c3)CC2)cn1	9%	0.1%	0.2%	12%	-18%	-68%	6.4%	6%	-10%
CC1Cc2ccccc2N1C(=O)CCS(=O)(=O)c1cccs1 (configuration not stated)	-3%	-0.1%	-1.6%	-6%	-17%	12%	1.3%	-2%	37%
